# Compound activity from PubChem BioAssay.
# Pol iota inh – DNA polymerase iota (human) inhibition. Q9UNA4. Pol iota fluorescent replication assay, 10 min. Potency, µM (highest dose often 115 µM), for the others: top-dose activity, negative = inhibition, usual class: inhibitors. 1% of 390,000 active. AID 588590
#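 Pol iota at 10 nM preincubated 15 min with compounds at room temperature; reaction started with fluorescent substrate, 50 nM final. Fluorescence read kinetically at 0 and 10 min; buffer-only wells as negative control.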
# JMJD2A Tudor inh – inhibitors of human JMJD2A Tudor domain; 4.4% of 390,000 active; O75164; Potency, µM (highest dose often 114 µM), inactives show top-dose activity change, negative = inhibition, hits mostly inhibitors; AlphaScreen JMJD2A-Tudor / H3K4me3 peptide binding; further: on the % scale 0 is the no-effect control and ±100 the full control effect; nearly all actives have a fitted effect of over 50% in size
# BLM helicase inh – inhibitors of human Bloom syndrome helicase BLM | recombinant BLM DNA unwinding, fluorescence dequenching | Potency, µM (titrated, usually from 56.1 µM), for the others: at the top dose activity change, negative = inhibition, hits mostly inhibitors | P54132 | 0.2% of 350,000 active;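 further: plate controls were vehicle for no effect and no enzyme for full effect; nearly all actives have a fitted effect of over 35% in size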
# POLH inh – blocks human DNA polymerase eta activity; Potency, µM (highest dose often 114 µM), without a hit: top-dose activity change, negative = inhibition, most hits filed as inhibitors; recombinant Pol eta, fluorescent DNA replication assay; AID 588591; Q9Y253; 1.2% of 390,000 active; further: on the % scale 0 is the no-effect control and ±100 the full control effect
#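 Pol eta (10 nM) was preincubated with compounds for 15 min at room temperature, after which fluorescent replication substrate (50 nM final) was added to start the reaction. Fluorescence was read kinetically at 0 and 10 min.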
# G9a inh – inhibitors of human histone lysine methyltransferase G9a. Q96KQ7. G9a H3K9 monomethylation, AlphaScreen, 2 h. Potency, µM (doses to about 102 µM), inactives show at the top dose activity, negative = inhibition, usual class: inhibitors. 8.8% of 350,000 active. AID 504332; further: on the % scale 0 is the no-effect control and ±100 the full control effect; nearly all actives have a fitted effect of over 75% in size
#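 Chemiluminescent proximity detection of H3K9 monomethylation, read after 10 min bead incubation in the dark. Reaction: 20 nM G9a, 500 nM biotin-H3K9 peptide, 20 uM SAM cofactor, 2 h, room temperature, following 15 min enzyme-compound preincubation.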
# BAZ2B inh – blocks human BAZ2B; AlphaScreen BAZ2B-H3K14Ac peptide displacement; 4.4% of 360,000 active; Potency, µM (highest dose often 114 µM), without a hit: at the highest dose activity change, negative = inhibition, most hits filed as inhibitors; AID 504333; Q9UIF8; further: on the % scale 0 is the no-effect control and ±100 the full control effect; nearly all actives have a fitted effect of over 60% in size
#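 Inhibition is scored as reduced AlphaScreen emission. The BAZ2B/b-H3(5-23)K14Ac complex (50 nM each) in PBS pH 7.4, 0.01% Tween-20 meets compound (up to 110 uM) for 30 min at RT before bead addition.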
# Pol kappa inh – DNA polymerase kappa (human) inhibition | 0.53% of 400,000 active | purified Pol kappa, fluorescent DNA synthesis assay, 10 min | Q9UBT6 | Potency, µM (top dose mostly 107 µM), inactives show at the top dose activity, negative = inhibition, usual class: inhibitors | AID 588579; further: on the % scale 0 is the no-effect control and ±100 the full control effect
# Target sequence (Q9UBT6 whole entry, looked up): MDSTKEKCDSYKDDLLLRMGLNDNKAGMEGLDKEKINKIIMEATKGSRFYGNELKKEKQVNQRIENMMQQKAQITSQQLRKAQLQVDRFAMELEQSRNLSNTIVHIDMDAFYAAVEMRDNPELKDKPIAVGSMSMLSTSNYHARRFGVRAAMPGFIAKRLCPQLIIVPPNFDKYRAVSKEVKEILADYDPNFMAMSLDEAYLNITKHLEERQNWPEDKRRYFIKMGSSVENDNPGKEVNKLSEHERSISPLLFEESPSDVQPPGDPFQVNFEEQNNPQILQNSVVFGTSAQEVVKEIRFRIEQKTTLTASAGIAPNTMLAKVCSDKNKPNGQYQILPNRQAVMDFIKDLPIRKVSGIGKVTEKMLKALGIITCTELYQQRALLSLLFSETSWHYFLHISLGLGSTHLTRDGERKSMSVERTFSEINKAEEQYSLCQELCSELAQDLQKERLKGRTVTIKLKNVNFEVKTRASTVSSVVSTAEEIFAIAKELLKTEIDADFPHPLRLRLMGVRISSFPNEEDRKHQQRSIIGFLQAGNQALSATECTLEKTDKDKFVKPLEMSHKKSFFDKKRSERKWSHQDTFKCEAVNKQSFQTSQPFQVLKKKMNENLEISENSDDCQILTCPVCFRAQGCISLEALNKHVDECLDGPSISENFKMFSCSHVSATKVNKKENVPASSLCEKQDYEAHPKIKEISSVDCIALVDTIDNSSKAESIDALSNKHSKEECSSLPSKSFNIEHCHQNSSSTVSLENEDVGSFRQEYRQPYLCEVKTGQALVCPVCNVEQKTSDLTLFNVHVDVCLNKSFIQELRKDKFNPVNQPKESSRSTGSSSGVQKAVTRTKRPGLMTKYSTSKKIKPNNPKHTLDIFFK
#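 Inhibition of 10 nM Pol kappa is measured by a fluorescent read-out at 0 and 10 min following addition of 50 nM substrate (final), with a 15-min room-temperature compound preincubation.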
# APE1 inh – APE1 (human) endonuclease inhibition | 0.35% of 350,000 active | P27695 | recombinant APE1, TAMRA/BHQ-2 abasic DNA cleavage fluorescence | Potency, µM (titrated, usually from 65.8 µM), without a hit: at the highest dose activity change, negative = inhibition, actives largely listed as inhibitors;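 further: plate controls were vehicle for no effect and reference inhibitor for full effect; nearly all actives have a fitted effect of over 55% in size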
#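 Measures dequenching upon AP-site incision of a 5'-TAMRA/3'-BHQ-2 THF-containing duplex, 50 nM; human APE1 0.75 nM after 15 min room-temperature exposure to compound; kinetic three-point read at one-minute spacing.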
# Pol beta inh – DNA polymerase beta (human) inhibition; Potency, µM (doses to about 114 µM), inactives show at the highest dose activity change, negative = inhibition, usual class: inhibitors; 1.3% of 340,000 active; Pol beta primer extension/strand displacement, fluorescence kinetic; AID 485314; P06746; further: on the % scale 0 is the no-effect control and ±100 the full control effect
#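 Enzyme-only controls used 10 nM Pol beta; buffer lacking enzyme served as negative control. Compound preincubated 15 min, then 50 nM substrate added; 0 and 10 min reads at room temperature.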
# The depositor's hits bear a star; ? = inconclusive; . = not tested or not shown; [ ] = dose if it differs, or a comment. The call rests on the fitted dose curve; in most records, active means well fitted curve in the direction sought with a large enough effect; inconclusive means small, poorly fitted or top-dose-only effect, or another doubt; inactive means no such curve, though single readings can be large; an effect the other way counts as inactive or inconclusive. Potency means the concentration at half of the fitted maximal effect.
SMILES,Pol iota inh,JMJD2A Tudor inh,BLM helicase inh,POLH inh,G9a inh,BAZ2B inh,Pol kappa inh,APE1 inh,Pol beta inh
Cc1nn(-c2ccccc2)c(C)c1NC(=O)COC(=O)CC(C)c1ccccc1 (configuration not stated),39%[activator],16µM*,.,-18%,?,8%,2%,40%,.
COc1ccc(CN=C2NC(=O)CC(C(=O)Nc3cc(C)cc(C)c3)S2)cc1 (configuration not stated),19%,-3%,-2%,-6%,-12%[59 µM],-3%,9%,-6%,-19%
C=CCc1ccccc1OCCSc1nc(-c2cccs2)nc2cc(=O)[nH]n12,?,-16%,-15%,79µM*,18%[59 µM],-13%,?,.,25µM*
Cc1cc(Cl)ccc1Oc1ncnc2oc(-c3ccccc3)cc12,1%,?,-1%,-5%,36%[0.501 µM],79µM*,-17%,2%,17%
CC(Sc1nnc(N)s1)C(=O)NC1CCCCC1C (configuration not stated),6%,-1%,.,1%,9%[0.501 µM],5%,-12%,13%,.
CCOC(=O)C1CCN(C(=O)c2ccc(CNS(=O)(=O)c3ccc(OC)cc3)cc2)CC1,22%,2%,3%,-14%,-34%,5%,6%,-1%,42%
COc1ccc(N2CCN(c3ccc4nnc(CCC(=O)Nc5ccc(C)cc5)n4n3)CC2)cc1,-20%,?,-7%,-10%,.,45µM*,-7%,-16%,-14%
Cc1cc(N2CCOCC2)nc2ccc(NC(=S)NCCN(C)C)cc12,27%,-8%,-14%,-7%,1%[2.33 µM],3%,-12%,-3%,4%
Cc1cc2n(n1)CCC(=O)N2Cc1ccc(C(=O)Nc2ccc(F)cc2F)cc1,-3%,-19%,-2%,-21%,-29%[59 µM],-6%,-10%[60.1 µM],.,-15%
COc1ccccc1N1CCN(Cc2cc(=O)n3ccsc3n2)CC1,12%,-16%,2%,4%,4%,0%,-15%,-1%,-3%
N#C/C(=C/c1ccc(N2CCOCC2)o1)C(=O)Nc1ccccc1,47%[activator],-21%,2%,-16%,-2%,-26%,0%,-3%,0%
CC(=O)Nc1ccc(S(=O)(=O)Nc2cc(-c3ccccc3)nn2C)cc1,84%[activator],8%,1%,-9%,-24%,-18%,-13%,-2%,-3%
CC(=O)NC(CC(=O)O)c1ccc(F)cc1 (configuration not stated),29%,2%,-1%,-14%,-46%,-6%,-15%,2%,0%
Cc1ccc(Nc2cc(-c3ccccc3)nc3ncnn23)cc1,163%[activator],-12%,-3%,-4%,-6%[59 µM],-2%,-15%,19%,-18%
CCOC(=O)c1ccc(NC(=O)c2cc3c(C)nn(-c4ccccc4Cl)c3s2)s1,95%[activator],8%,2%,-13%,-1%[59 µM],5%,-8%,-5%,-3%
Cc1ccc(NC(=O)CCCN2C(=O)COc3ccc(C)cc32)c(C)c1,-1%,-12%,-2%,.,1%[59 µM],-32%,-5%,.,-9%
CCOP(=O)(OCC)c1ccccc1OCP(C)(=O)COc1ccccc1P(=O)(OCC)OCC,9%,-17%,-5%,-12%,17%,-15%,-12%,30%,33%
O=C(Nc1nc2ccsc2c(=O)s1)c1ccc(F)cc1,-24%,-28%,-1%,-11%,-16%,-25%,2%,-9%,-2%
Cc1cc(OCCN2CCCCC2)nc2ccccc12,-15%,?,24%,-11%,-6%[12.7 µM],-23%,-11%,-3%,-1%
CCOC(=O)N1CCC(n2c(SCC(=O)N3CCCC3)nc3ccccc3c2=O)CC1,7%,-2%,-2%,-2%,14%,-3%,-9%,1%,3%
CC(C)c1nc(SCC(=O)NCc2ccccc2)n[nH]1,11%,-9%,-1%,-14%,8%,14%,-5%,0%,0%
COc1ccc(OC)c(CN2CCN(C(=O)[C@@H](NC(=O)c3cccc(C)c3)C(C)C)CC2)c1,3%,-31%,.,-11%,-9%[12.7 µM],-8%,-7%,-6%,.
COc1ccc(/C=N/NC(=O)c2cccc(Br)c2)cc1CSc1ccccn1,3%,-15%,-2%,-18%,5%[59 µM],8%,-2%,6%,-9%
c1csc(-c2noc(CN3CCc4sccc4C3)n2)c1,-11%,9%,-9%,-8%,35%,-17%,12%,1%,-10%
CSc1nc(N)nc(SC2C=CCCC2)c1C#N (configuration not stated),21%,-14%,-5%,-16%,-27%[12.7 µM],-4%,-9%,2%,-17%
Cc1ccc2nc(-c3ccccn3)cc(C(=O)NC(C)C(C)(C)C)c2c1 (configuration not stated),76%[activator],-13%,-5%,-12%,?,-3%,-2%,-1%,3%
O=C(OCc1cc2ccccc2[nH]c1=O)c1ccco1,13%,-9%,3%,-1%,-1%[12.7 µM],1%,1%[60.1 µM],2%,3%
COc1ccc(Cc2n[nH]c(=S)n2NC(=O)Nc2ccc(C)cc2)cc1,-11%,?,7%,-1%,8.9µM*,-29%,-13%,-5%,2%
O=[N+]([O-])c1cc(/C=N/N2CCN(Cc3ccccc3)CC2)ccc1Cl,-9%,?,-7%,4%,28µM*,11µM*,-9%,-5%,3%
CC(=O)SCC(Cc1ccccc1)C(=O)NCC(=O)OCc1ccccc1 (configuration not stated),.,.,-8%,.,2%[59 µM],-4%,.,-3%,-2%
CC(=O)Nc1ccc(S(=O)(=O)Nc2nccc(C3Cc4ccccc4C(=O)O3)n2)cc1 (configuration not stated),53%[activator],-3%,4%,-15%,8%[59 µM],-4%,4%,1%,-2%
COc1ccc(C2CC(c3cccs3)=Nc3ccccc3S2)cc1OC (configuration not stated),14%,-21%,-6%,-16%,?,2%,-5%,-5%,-2%
CCOc1ccccc1N1CCN(C(=O)c2cc(S(=O)(=O)N(C)C)ccc2N2CCCC2)CC1,-4%,-25%,.,-14%,-10%[12.7 µM],0%,4%,12%,.
COC(=O)c1ccc(-n2ccnc2)cc1,67%[activator],-10%,-7%,-19%,9%,-21%,-10%,-6%,6%
Cc1csc(C(C#N)C(=O)c2ccncc2)n1 (configuration not stated),-18%,-17%,-4%,?,50µM*,-38%,-6%,-5%,-4%
O=C(N/N=C/c1c(F)cccc1Cl)C(=O)N1CCCCCC1,4%,-16%,0%,-4%,13%,0%,1%,-1%,24%
CC(=O)c1c(C)nc2nc(-c3ccccc3)nn2c1C,5%,-2%,-1%,-5%,2%[59 µM],-9%,-8%,.,23%
COCCNC(=O)CN(C)S(=O)(=O)c1ccc2c(c1)OCCO2,-4%,-8%,1%,-4%,-15%[59 µM],26%,3%,-3%,29%
Cc1c(C(=O)NC(C(C)C)C(C)C)cccc1[N+](=O)[O-],4%,-9%,0%,-17%,9%,-1%,-10%,-2%,0%
Cc1ccc(C(=O)/C=C/c2cn(CC(O)CN3CCOCC3)c3ccccc23)cc1 (configuration not stated),-1%,-28%,-8%,-31%,-14%[59 µM],?,-14%,-5%,14%
COCCn1c(SCC(=O)NNC(=O)c2cc(Cl)ccc2OC)nnc1-c1ccncc1,39%[activator],0%,.,0%,70%[activator][12.7 µM],11%,4%,19%,.
CN(C)/C=C/C(=O)c1cccc(C(F)(F)F)c1,48%[activator],-20%,-10%,-15%,12%,-11%,-5%,9%,35%
O=C(c1ccc(Sc2ccc(F)cc2)c([N+](=O)[O-])c1)N1CCOCC1,142%[activator],-23%,-6%,-10%,-32%,-32%,0%,0%,-18%
CCOC(=O)C1=C(COC(=O)COc2ccc(C#N)cc2)NC(=O)NC1C (configuration not stated),21%,-10%,-1%,-3%,?,-16%,-4%,21%,37%
O=c1c2ccccc2ncn1-c1ccc2c(c1)OCCO2,22%,-15%,2%,-9%,-2%[59 µM],0%,6%,-6%,17%

# Part of the list above, limited to Pol kappa inh:
mol	Pol kappa inh
Cc1cc2n(n1)CCC(=O)N2Cc1ccc(C(=O)Nc2ccc(F)cc2F)cc1	-10%[60.1 µM]
O=C(Nc1nc2ccsc2c(=O)s1)c1ccc(F)cc1	2%
O=c1c2ccccc2ncn1-c1ccc2c(c1)OCCO2	6%
CC(=O)NC(CC(=O)O)c1ccc(F)cc1 (configuration not stated)	-15%

# (continued)
SMILES,Pol iota inh,JMJD2A Tudor inh,BLM helicase inh,POLH inh,G9a inh,BAZ2B inh,Pol kappa inh,APE1 inh,Pol beta inh
O=C(CSc1ncn[nH]1)N1CCN(S(=O)(=O)c2ccccc2)CC1,7%,-4%,-1%,-6%,7%,6%,-1%,1%,5%
COC(=O)c1cc(NC(=O)Cc2ccccc2[N+](=O)[O-])ccc1Cl,13%,-22%,-10%,1%,?,-18%,5%,3%,2%[57.1 µM]
CC(C)Cc1cc(C(=O)NCc2ccco2)no1,?,-29%,-6%,?,.,?,-43%,-4%,38%
O=C(NCCCN1CCCC1=O)C1CCN(S(=O)(=O)c2cc(C(F)(F)F)ccc2Cl)CC1,26%,-18%,.,-19%,?,0%,0%,7%,.
Cc1ccccc1OCCCCn1nnc2sc3c(c2c1=O)CCC(C)C3 (configuration not stated),35%[activator],55%[activator],0%,.,?,35%,0%,.,1%
COc1ccc2[nH]cc(CCNc3nc(-c4ccccc4OC)nc4ccccc34)c2c1,.,.,4%,.,-3%[0.501 µM],.,9%[60.1 µM],-6%,.
CC(C)[C@H](NC(=O)c1ccccc1)C(=O)OCC(=O)Nc1ccc(Cl)cc1C(F)(F)F,110%[activator],1%,0%,-25%,21%[59 µM],-17%,-7%,4%,4%
CCn1cc(CN2CCN(Cc3ccccc3)C(CCO)C2)c2ccccc21 (configuration not stated),31%,-24%,1%,-17%,-14%,-3%,12%,1%,13%
O=C(CCCn1c(=S)[nH]c2ccc(Br)cc2c1=O)NCc1ccccn1,13%,-1%,-6%,0%,46%[59 µM],-34%,-3%,-12%,16%
Cc1cc(Cl)ccc1NC(=S)NCCN1CCOCC1,13%,2%,-4%,-1%,-43%[59 µM],-23%,3%,-1%,0%
COc1cc(C(=O)NC2CCCC2)c(Br)c(OC)c1OC,21%,-3%,-4%,-17%,?,-12%,-9%,-2%,33%

# Part of the list above in order of length of the SMILES, ascending.
SMILES,Pol iota inh,JMJD2A Tudor inh,BLM helicase inh,POLH inh,G9a inh,BAZ2B inh,Pol kappa inh,APE1 inh,Pol beta inh
CC(C)Cc1cc(C(=O)NCc2ccco2)no1,?,-29%,-6%,?,.,?,-43%,-4%,38%
Cc1ccccc1OCCCCn1nnc2sc3c(c2c1=O)CCC(C)C3 (configuration not stated),35%[activator],55%[activator],0%,.,?,35%,0%,.,1%
CC(C)[C@H](NC(=O)c1ccccc1)C(=O)OCC(=O)Nc1ccc(Cl)cc1C(F)(F)F,110%[activator],1%,0%,-25%,21%[59 µM],-17%,-7%,4%,4%

# These rows are one share of the data. The share of hits here may be higher or lower than overall.
